# Screening data from PubChem.
# KB-V1 cytotox: kills drug-selected multidrug resistant KB-V1 cells. AID 1347076. actives 3.4% (n = 400,000). KB-V1 MDR cells viability, CellTiter-Glo, 72 h. Potency, µM (titrated, usually from 46.1 µM), inactives show at the top dose activity change, negative = cytotoxicity, usual class: cytotoxic; note: nearly all actives have a fitted effect of over 60% in size
#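 KB-V1 MDR subline cells in DMEM (phenol-red free, 10% FBS) exposed to compounds in qHTS concentration series for 72 h at 37 degrees C. Viability read by CellTiter-Glo luminescence; concentration-effect curves fitted after normalization and correction.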
# KB-3-1 tox: KB-3-1 parental cell cytotoxicity | Potency, µM (highest dose often 46.1 µM), without a hit: top-dose activity change, negative = cytotoxic, actives largely listed as cytotoxic | actives 1.4% (n = 400,000) | AID 1347075 | KB-3-1 viability, CellTiter-Glo ATP luminescence, 72 h; note: nearly all actives have a fitted effect of over 60% in size
#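 Using CellTiter-Glo luminescence, growth of non-resistant KB-3-1 adenocarcinoma cells is assessed 72 h after pin-tool compound addition at 37 °C. Normalized responses across the concentration series yield fitted curves.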
# Active calls of the source: *; u = inconclusive; & = joins results of further samples. Calls come from the whole dose curve; as a rule, active = well fitted cell-killing curve with a large enough effect; inconclusive = small, poorly fitted or top-dose-only effect, or effect the other way; inactive = flat fitted curve, though single readings scatter. % is set by controls: 0 for no effect and ±100 for the full control effect; potency is the fitted concentration of half-maximal effect.
SMILES | KB-3-1 tox | KB-V1 cytotox
CN(C)c1ccc(/C=C/c2ccnc3ccccc23)cc1 | 12µM* | u
COc1ccc(/C=C/c2ccc3ccccc3n2)cc1OC | u | -2%
O=C(CNC(=O)c1cccnc1)c1ccc(F)cc1 | 4% | 1%
O=C(Nc1ccccc1)C1CCN(c2ncc(-c3ccc4c(c3)OCCCO4)s2)CC1 | -4% | -3%
O=C(Nc1ccccc1)[C@@H]1CC=C[C@@H]2CCN(C3CC3)C(=O)[C@@H]21 | 5% | -8%
COc1ccc2cc(C#N)c(SCC(=O)OCc3ccccc3)nc2c1 | u | 8%
COc1ccc(OC)c(/C=C/c2sc3ccccc3[n+]2C)c1 | u | 16%
O=CNc1ccc(/C=C/c2ccnc3ccccc23)cc1 | -8% | -6%
O=C(Nc1ccc2sccc2c1)Nc1nnc(-c2ccncc2)s1 | 18% | 22%
Nc1cc(N)[nH]c(=S)n1 | -67% | -29%
Nc1[nH]c(=O)nc2nnsc12 | u | 18%
CC1(C)CC(=O)c2cc(C(=O)Nc3cccc4ccccc34)c(=O)[nH]c2C1 | -6% | -10%
COc1cc(OC)c(OC)cc1/C=C/c1cc[n+](C)c2ccccc12 | 15µM* | 14%
CCC1CCC2(C1)N=C(Nc1nc3ccccc3o1)NC1=C2C(=O)CCC1 (stereo not given) | u | u
O=C(O)CCc1c2ccc(=O)c(O)c-2oc2c(O)c(O)ccc12 | 12% | -12%
CCOC(=O)c1c(C)[nH]c(C(=O)OC(C(=O)N(C)C)c2ccccc2)c1C (stereo not given) | u | 0%
c1ccc(CNc2ncnc3c2ncn3Cc2ccccc2)cc1 | 3% | 9%
O=C1CCC[C@@H]2C[C@@]3(C[C@@H]4CCN1[C@H]24)Nc1cc([N+](=O)[O-])ccc1NC3=NCc1ccccc1 | 4% | -1%
O=C(O)c1cccs1 | 7% | 5%
O=C(Nc1cccc2ccccc12)c1cnn2c1NC(=C1CC1)C=C2C(F)F | 11% | 0%
OCCSc1ccc2nnc(-c3ccccc3)n2n1 | -35% | -9%
COc1ccc(CN2CC[C@H]3C=CC[C@@H](C(=O)Nc4nccs4)[C@H]3C2=O)cc1OC | 28% | -32%
Cc1ccc(NC(=O)CSc2nnc(-c3ccccc3)n2C)cc1 | u | -4%
O=C(CO)c1c[nH]c2ccccc12 | u | 29%
COc1ccccc1OCCn1c(CCNC(=O)C2CCCCC2)nc2ccccc21 | 0% | 14%
O=C(C[n+]1ccncc1)c1cccc([N+](=O)[O-])c1 | 8% | 8%
CN(C)c1cccc2ccccc12 | 22% | 12%
Cc1cc(C)nc(N/C=C(\C#N)C(=O)c2cccc(CSc3ccccc3)c2)n1 | -25% | -5%
O=Cc1ccc(I)cc1 | 10% | 3%
O=S(=O)(NCCNCC=Cc1ccc(Br)cc1)c1cccc2cnccc12 | u | u
Ic1ccc(Nc2nc(NCCN3CCOCC3)nc(N3CCOCC3)n2)cc1 | 0% | 0%
CNc1cc(C(=O)O)nc2ccccc12 | u | -30%
CCN(CC)c1ccc(/C=C/c2ccnc3ccccc23)cc1 | u | -27%
CCCCCCCCCCCCCCCCCCN(CCCCCCCCCCCCCCCCCC)c1ccccc1 | 13% | 0%
C(=C\c1ccnc2ccccc12)/c1ccc(N2CCNCC2)cc1 | u | u
CC1=Nc2ccccc2/C1=C/c1ccc(N(C)C)cc1 | 8% | 11%
CNc1ccc(C=O)cc1Br | 16% | 0%
O=C(Nc1ccccc1-c1cn2c(CN3CCNCC3)csc2n1)c1cnc2ccccc2n1 | -8% | u
Cc1cc2c(cc1C)N[C@]1(C[C@H]3CCCC(=O)N4CC[C@@H](C1)[C@@H]34)C(=NC1CCCCC1)N2 | 17% | -7%
CCCCC(Sc1ccc2nnc(-c3ccccn3)n2n1)C(=O)O (stereo not given) | u | u
Cc1cc[n+](CCC2CCCCC2)c2ccccc12 | 2.1µM* | 9%
O=Cc1ccc(B(O)O)cc1 | u | 0%
O=C(Nc1ccc2ccccc2c1)Nc1nnc(-c2ccccc2Cl)s1 | 16% | 0%
CS(=O)(=O)N1CCN(Cc2cc3nc(-c4cccc5[nH]ncc45)nc(N4CCOCC4)c3s2)CC1 | 5µM* | u
Cc1ccnc(NC(=S)N2CCN(c3ccc(F)cc3)CC2)c1 | 0% | 12%
Cc1ccc(-c2nnc3ccc(SCC(=O)OCc4ccccc4)nn23)cc1 | u | 0%
Cc1cccc(C(=O)NCC(=O)OCC(=O)c2ccc3ccccc3c2)c1 | 2% | 0%
CCOc1cccc(C2C=C(c3ccc4c(c3)OCO4)NC(c3ccccc3Cl)N2)c1O (stereo not given) | 0% | 2%
Cc1ccc(CSC2=NS(=O)(=O)c3ccccc32)cc1 | 16% | 4%
Oc1ccccc1C1C=C(c2ccc3c(c2)OCO3)NC(c2cccc(Cl)c2)N1 (stereo not given) | 8% | 0%
Cc1ccccc1NC(=O)COC(=O)c1ccccc1OCC(=O)Nc1ccc(Br)cc1 | 4% | 0%
CN(C)c1ccc(C=Nc2cnc3ccccc3c2)cc1 | 0% | -13%
CN(C)c1cccc(-c2ncc(F)c(N3CCC(C(N)=O)CC3)n2)c1 | u | 29%
O=S1(=O)CCO[C@H]2CCCC[C@@H]2N1Cc1ccccc1 | 1% | -18%
Cn1c(SCc2ccc(Cl)cc2)nnc1-c1ccc(NC(=O)CCc2ccccc2)cc1 | 0% | 30%
CNc1ccc(/C=C2\C=Cc3ccccc32)cc1Br | -25% | 0%
Cc1[nH]c2ccccc2c1C(c1c(C)[nH]c2ccccc12)c1c(C)[nH]c2ccccc12 | u | u
Cc1ccc(-c2ccnc(N3CCC(C(N)=O)CC3)n2)cc1 | 12% | 13%
Nc1ccc(/C=C/c2ccnc3ccccc23)c(N)c1 | 2% | -1%
CCOC(=O)c1sc(N2C(=O)c3oc4ccc(F)cc4c(=O)c3C2c2ccc(C)cc2)nc1C (stereo not given) | 30% | 0%

# The listing continues:
SMILES | KB-3-1 tox | KB-V1 cytotox
Cc1ccc2c(C(=O)CNc3nccs3)c[nH]c2c1 | -55% | u
Cc1ccnc2c(Cl)c(Cl)ccc12 | 12% | 6%
CC(C)Nc1cccc(S(=O)(=O)N2CCCN(S(=O)(=O)c3ccc4c(c3)OCCO4)CC2)c1 | -21% | -9%
COc1ccc2c(c1)CCC2=O | 0% | 0%
CN1CCN(c2nc3c(=O)[nH]c(N)nc3n2C2OC(CO)C(O)C2O)CC1 (stereo not given) | 0% | 0%
CCOC(=O)c1ccc(-c2ccc3ncnc(NCc4cccs4)c3c2)o1 | u | 14%
COc1cccc(C2=CC(c3ccccc3O)NC(C)(C)N2)c1 (stereo not given) | 28% | -1%
CCOC(=O)/C=C/c1ccc2c(c1)S(=O)(=O)N(C1CCCC1)[C@H]2CC(=O)OCC | 4% | u
CCOC(=O)c1ccc(N(C(=O)c2ccccc2)c2ccccc2)cc1 | -13% | -22%
CCC[C@H]1COCCS(=O)(=O)N1Cc1ccc(F)cc1 | -13% | u
O=C1C[C@H]2C=CCc3cccc(c32)CN1Cc1ccc(F)cc1 | 3% | u
CC(=O)Nc1c(O)cc(Br)c2nonc12 | 20% | u
O=C(C[N+]12CCCc3cccc(c31)CCC2)c1ccc2ccccc2c1 | u | 7%
N#Cc1ccc(NS(=O)(=O)c2ccc3c(c2)CCC(=O)N3)cc1 | 58% | u
COc1ccc(-c2nc3ccccc3o2)cc1NC(=O)COc1ccc(C)cc1 | 23% | -1%
Cc1ccc(NC(=O)COC(=O)c2ccccc2OCC(=O)N(C)C)cc1 | u | 0%
Nc1ccc(/C=C/c2cc(Cl)nc3ccccc23)cc1 | u | u
CCNc1cccc(S(=O)(=O)N2CCCN(S(=O)(=O)c3ccc4c(c3)OCCO4)CC2)c1 | 8% | 0%
S=c1[nH]nc(-c2ccccc2)n1-c1ccccc1 | 0% | 20%
C1=Cc2ccccc2/C1=C(\Cc1ccncc1)Oc1ccncc1 | u | -10%
CCN1CCN(c2cccc(Nc3nn4c(=O)c5ccccc5nc4s3)c2)CC1 | -41% | -29%
CCOC(=O)CNC(=O)C1CCCCC1 | 11% | u
CN(C)c1ccc(/C=C/c2ccnc3ccccc23)c(F)c1 | u | u
O=C(/C=C/c1ccc(OC(F)(F)F)cc1)Nc1cccc([S+](=O)([O-])Nc2ccccc2F)c1 | 10% | -8%
COc1ccc(/C=C/c2nccc3c2[nH]c2ccccc23)cc1 | -19% | -11%
CCOc1ccc(-c2nn3c(-c4cc(-c5ccccc5)n[nH]4)nnc3s2)cc1 | u | -5%&13%
Cc1ccnc2ccc([N+](=O)[O-])cc12 | 17% | u
Cc1cc2nccc(C)c2cc1C | 10% | 2%
CCNc1nc(C#N)nc(Nc2ccccc2)n1 | u | 45%
CN(C)c1ccc(/C=C/c2ccnc3c(O)cccc23)cc1 | u | 2%

# One compound at a time, from the list above. Order of screens: KB-3-1 tox | KB-V1 cytotox
# `Cc1cc2nccc(C)c2cc1C` in the list: 10% | 2%
# `Nc1ccc(/C=C/c2cc(Cl)nc3ccccc23)cc1` in the list: u | u
# `CCOc1ccc(-c2nn3c(-c4cc(-c5ccccc5)n[nH]4)nnc3s2)cc1` in the list: u | -5%&13%
# `O=C(/C=C/c1ccc(OC(F)(F)F)cc1)Nc1cccc([S+](=O)([O-])Nc2ccccc2F)c1` in the list: 10% | -8%
# `CN(C)c1ccc(/C=C/c2ccnc3ccccc23)c(F)c1` in the list: u | u

# Additional records follow.
SMILES | KB-3-1 tox | KB-V1 cytotox
CC(I)CCC(C)[n+]1cccc(I)c1 (stereo not given) | 0% | u
Nc1nc(N)c2c(Oc3ccc(F)cc3)cccc2n1 | u | u
Cc1cc(C=CC#N)cc(C)c1Nc1nc(Nc2ccc3c(c2)OCO3)c2[nH]cnc2n1 | 18µM* | u
COc1ccc(-c2nnc(NC(=O)Nc3ccc4ccccc4c3)s2)cc1OC | 29% | 22%
Oc1ccc(N2CCN(C(c3ccc(Cl)cc3)c3nnnn3Cc3ccc(F)cc3)CC2)cc1 (stereo not given) | u | -15%
Oc1ccc(Cl)cc1C1C=C(c2ccc3c(c2)OCO3)NC(c2ccc(Cl)cc2)N1 (stereo not given) | -19% | 10%
C/C=C/NNC(=O)Cc1ccc(OC)cc1 | u | u
Cc1ccnc2cc(Cl)c(Cl)cc12 | 0% | u
Cc1ccc(OCC(=O)Nc2cc(-c3nc4cc(Cl)ccc4o3)ccc2C)c(C)c1 | 18% | 2%
Clc1ccccc1-c1nn2c(-c3cc(-c4ccccc4)n[nH]3)nnc2s1 | -9% | -4%
Cc1ccc2c(C(=O)CNc3nc(C)c(C)s3)c(C)[nH]c2c1 | -29% | -6%
CC1CCC2(C1)N=C(Nc1nc3ccccc3o1)NC1=C2C(=O)CCC1 (stereo not given) | -3% | 0%
CCCOC(=O)C1=C(C)CS[C@@H]2[C@H](NC(=O)COc3ccccc3)C(=O)N12 | 16% | -21%
O=C1CCc2cc(S(=O)(=O)Nc3cccc(Oc4ccccc4)c3)ccc2N1 | -28% | 0%
CCOc1ccccc1NC(=O)c1nc(S(=O)(=O)Cc2ccccc2F)ncc1Cl | -11% | -14%
O=C(Nc1cccc([S+](=O)([O-])Nc2ccccc2F)c1)c1ccccc1 | -9% | -13%
CC(=O)N=c1nc(-c2ccccc2)n(-c2ccccc2)s1 | 13% | 0%
COc1cc(OC)c(/C=C/c2cc(/C=C/c3c(OC)cc(OC)cc3OC)[n+](C)c3ccccc23)c(OC)c1 | 23µM* | -11%
Cc1ccc(NC(=O)c2cc3c([nH]c2=O)CC(c2ccccc2)CC3=O)cc1 (stereo not given) | u | 17%
CC1(C)OC(=O)C2(Cc3ccc(Cl)cc3N3CCCC32)C(=O)O1 (stereo not given) | 8% | 0%
OC(CN1C=CCc2ccccc21)c1ccc(Cl)cc1Cl (stereo not given) | 17% | u
CN(C)c1ccc(C=Nc2ccc(/C=C3\C=Cc4ccccc43)cc2)cc1 | 12% | 26%
Cc1ccc(N(C)S(=O)(=O)c2ccc3c(c2)CCC(=O)N3)cc1C | u | u
SCc1nc2ccccc2[nH]1 | u | u
Nc1ccccc1/C=C/c1ccnc2ccccc12 | u | -18%
CCOC(=O)C1=C(C)NC(C)=C(C(=O)OC)[C@H]1c1cccc([N+](=O)[O-])c1 | u | 41%
COc1ccc2[nH]c(C)cc2c1 | 8% | -1%
O=C(O)/C=C/c1cccc(B(O)O)c1 | u | 17%
N#Cc1cccc(OC2=NS(=O)(=O)c3ccccc32)c1 | 0% | u
Cc1cc(Nc2ccc(O)cc2)ccc1N | -3% | u
Nc1cccc[n+]1C(c1ccnc2ccccc12)[n+]1ccccc1N | -6% | -8%
O=C(Nc1ccc(Cl)cc1Cl)[C@@H]1CC=C[C@@H]2CCN(C3CCCCC3)C(=O)[C@@H]21 | 3% | -12%

# In another format: results already given
# Second line of a record: KB-3-1 tox, KB-V1 cytotox
- Nc1ccccc1/C=C/c1ccnc2ccccc12
→ u, -18%
- O=C(Nc1ccc(Cl)cc1Cl)[C@@H]1CC=C[C@@H]2CCN(C3CCCCC3)C(=O)[C@@H]21
→ 3%, -12%
- Cc1cc(Nc2ccc(O)cc2)ccc1N
→ -3%, u

# A portion of the library; the hit share may differ from the screen's.
